Cneo AK release: causes C. neoformans cell lysis | adenylate kinase release luminescence, 4 h; normalised: neutral wells 0, clomiphene wells 100 | lysis activity, % at 15 µM | 0.2% of 360,000 active | AID 651654;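 active means mean lysis activity across replicates of at least 80%, whatever share of replicates individually reach that level; inactive means mean lysis activity below 80%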
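Assay system: log-phase C. neoformans yeast / Quantity: yeast cell density of 5 × 10^6 cells/mL / Medium: fresh YPD growth medium / Compound: single dose / Timing: static 4 h at 37 °C with compound, 1 h detection / Measured by: adenylate kinase release luminescence / Read-out: lysis from increased AK signal / Benchmarks: Clomiphene as positive lysis control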
E-sel inducer: E-selectin induction on HUVECs; AID 686992; activation, % at 7.58 µM; HUVEC E-selectin immunofluorescence imaging; normalized: neutral wells 0, TNF-alpha wells 100; 0.37% of 260,000 active;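 active means mean E-selectin-positive cell signal at least 10% of the positive control, reached in at least 60% of replicates, without over 20% cell loss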;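 further: in these data hits start at about 27%; measured in HUVEC primary endothelial cells; signal is the percent of cells scored E-selectin positive by PE staining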
Target sequence (P16581 whole entry, looked up): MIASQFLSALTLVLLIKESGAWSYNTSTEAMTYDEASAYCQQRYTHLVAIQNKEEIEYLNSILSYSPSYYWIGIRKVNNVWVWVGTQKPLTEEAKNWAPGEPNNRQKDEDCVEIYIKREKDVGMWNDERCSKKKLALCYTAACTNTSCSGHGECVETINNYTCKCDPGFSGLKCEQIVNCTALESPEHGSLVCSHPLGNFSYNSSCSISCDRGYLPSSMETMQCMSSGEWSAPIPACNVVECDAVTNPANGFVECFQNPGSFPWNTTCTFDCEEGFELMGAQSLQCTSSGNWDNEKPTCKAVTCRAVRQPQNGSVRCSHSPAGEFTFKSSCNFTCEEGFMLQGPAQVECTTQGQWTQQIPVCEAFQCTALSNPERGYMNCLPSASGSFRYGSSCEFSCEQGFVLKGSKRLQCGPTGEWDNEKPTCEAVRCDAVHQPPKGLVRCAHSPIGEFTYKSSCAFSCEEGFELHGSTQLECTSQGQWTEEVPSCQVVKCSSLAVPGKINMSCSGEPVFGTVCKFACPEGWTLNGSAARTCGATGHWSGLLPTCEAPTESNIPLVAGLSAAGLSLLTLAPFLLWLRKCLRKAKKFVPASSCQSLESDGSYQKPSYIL
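Read-out basis: % PE-positive cells; Test system: HUVEC primary endothelial cells; Technique: immunofluorescence imaging; Dosing: single-point compound dose.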
PGC1a acetyl inh: modulators of PGC1a acetylation; U2OS PGC1a acetylation, AlphaScreen anti-acetyl-lysine; with virally co-expressed GCN5 acetyltransferase; inhibition, % at 15.6 µM; 0.17% of 350,000 active; AID 651687;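 active means every replicate shows inhibition of at least 40%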;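 further: 0% = neutral control wells and 100% = positive control wells; some results beyond the cut were filed as inactive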
RAD54 branch: inhibitors of human RAD54 branch migration. inhibition, % at 10.4 µM. RAD54 Holliday junction branch migration, FAM/BHQ fluorescence. 0.14% of 360,000 active. AID 602329;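 active means mean normalized replicate activity at least 40 and at least half of replicates scoring 40 or more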;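 further: 0% = median of neutral control wells and 100% = median of positive control wells; inhibitors cause a drop in the FAM fluorescence signal; in these data hits start at about 50%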
PglD inh: PglD (C. jejuni) enzyme inhibition; inhibition, % at 12.5 µM; 0.098% of 360,000 active; purified PglD enzyme, DTNB colorimetric CoA detection; in the data active means inhibition above about 16%, passing the limit was not always enough; further: strong numbers were not always called active
RAD52 inh: RAD52 (human) annealing inhibition; 0.46% of 360,000 active; inhibition, % at 18.7 µM; P43351; recombinant RAD52 DNA annealing, FRET fluorescence;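 active means every replicate showing at least 50% inhibition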
Target sequence (P43351 whole entry, looked up): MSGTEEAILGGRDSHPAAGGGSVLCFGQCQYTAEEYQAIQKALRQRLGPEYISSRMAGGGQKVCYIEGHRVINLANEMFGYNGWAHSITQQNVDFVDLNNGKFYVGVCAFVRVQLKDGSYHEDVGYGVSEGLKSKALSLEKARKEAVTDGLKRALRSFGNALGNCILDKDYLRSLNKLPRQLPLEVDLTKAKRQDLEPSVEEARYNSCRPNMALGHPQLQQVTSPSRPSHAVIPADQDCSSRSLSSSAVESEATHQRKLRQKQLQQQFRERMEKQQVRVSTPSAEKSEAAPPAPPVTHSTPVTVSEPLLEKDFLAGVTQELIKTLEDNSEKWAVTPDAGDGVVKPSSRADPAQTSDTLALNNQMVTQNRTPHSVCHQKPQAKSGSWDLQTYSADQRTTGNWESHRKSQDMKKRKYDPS
ERAP1 HTS inh: ERAP1 (human) enzyme inhibition; recombinant ERAP1, Leu-AMC fluorescence, 60 min; inhibition, % at 10.7 µM; 0.15% of 340,000 active; AID 652197;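 active means mean replicate inhibition of at least 30%, or all replicates individually reaching that 30% level; inactive means mean below 30% and not every replicate reaching it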;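 further: 0% = neutral control wells and 100% = L-leucinethiol positive control wells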
miR122 inh: miR-122 inhibition in Huh7 cells | AID 602342 | activation (reporter increase), % at 12.5 µM | 0.3% of 340,000 active | Huh7 miR-122 Renilla luciferase sensor, 48 h; neutral wells = 0, positive control = 100;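 active means mean replicate activation score at least 90 and every replicate individually at or above 90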;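 further: higher luciferase means less miR-122 activity so hits act as miR-122 inhibitors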
An asterisk follows results filed as active; / = not tested or not shown; [ ] = another dose, or the depositor's remark.

SMILES	Cneo AK release	E-sel inducer	PGC1a acetyl inh	RAD54 branch	PglD inh	RAD52 inh	ERAP1 HTS inh	miR122 inh
Nc1nc2ccc(Br)cc2s1	0	0.1	4	0	-8	-13	0	-3
CC(C)CC1(C)NC(=O)NC1=O (stereo not given)	5	/	-9	8	3	/	/	-3
Cc1c(/C(O)=C2/C(=O)C(=O)N(CCN(C)C)C2c2ccc(C(C)C)cc2)cnn1-c1ccccc1 (stereo not given)	1	2.4	2	11	0	-3	-1	-9
Cc1cccc(S(=O)(=O)N2C[C@@H](O)COC[C@H]3O[C@@H](CC(=O)N4CCN(C)CC4)CC[C@@H]32)c1	2	0.4	3	-5	6	15	1	4[16.7 µM]
CCCNC(=O)CN(c1ccccc1)S(=O)(=O)c1ccc(OC)c(OC)c1	1	/	33	-2	5	/	/	5
COc1cc(NS(=O)(=O)c2cc(C)ccc2OC)c(OC)cc1Cl	-1	/	-19	-1	-2	/	/	69
CCOc1ccc(N2CC(NS(=O)(=O)c3cccs3)CC2=O)cc1 (stereo not given)	0	18	/	4	3	0	-3	/
Cc1ccccc1NC(=S)Nc1ccccn1	2	-1.6	/	1	1	-10	-1	1
COc1ccc(-c2c(C)nn3c(-c4ccccc4)cc(C)nc23)cc1	-3	0.0	/	-10	-2	-15	3	/
Nc1cc(Nc2ccccc2)ccn1	0	/	12	6	-4	0	2	-1
CCCC#Cc1ccc2c(c1)O[C@H](CN(C)Cc1ccncc1)[C@@H](C)CN([C@H](C)CO)S2(=O)=O	2	0.2	-11	8	6	-2	-16	39[16.7 µM]
O=C(O)CCCC(=O)NCCCc1ccccc1	-3	/	10	4	0	/	/	-1
CCOc1cccc(OCCCOc2cccc3cccnc23)c1	1	0.4	1	-2	-5	/	/	-1
CCCCCCC1CC(C)(/C(C)=N/NC(N)=O)OC1=O (stereo not given)	1	/	-2	10	-3	0	2	-4
O=C(C[C@H]1CC[C@@H](NC(=O)c2cccnc2)[C@H](CO)O1)NCc1ccc(Cl)c(Cl)c1	-1	0.3	0	-1	3	7	0	-1[16.7 µM]
CNC[C@@H]1Oc2cc(-c3cncnc3)ccc2S(=O)(=O)N([C@H](C)CO)C[C@H]1C	-8	8.2	9	-3	3	-104	2	6[16.7 µM]
COC(=O)c1cc(S(=O)(=O)Nc2cc(OC)cc(OC)c2)cn1C	2	0.0	-1	-2	2	-29	/	153*
COc1ccc(S(=O)(=O)Nc2ccccc2OC)cc1C	-1	/	-15	7	3	/	/	18
Cc1noc(C)c1NC(=O)Nc1ccc2c(c1)C(=O)N([C@@H](C)CO)C[C@H](C)[C@@H](CN(C)Cc1ccc(C(=O)O)cc1)OCCCC[C@H](C)O2	-1	0.0	3	6	-3	/	/	8[16.7 µM]
COc1ccccc1C/C(N)=N/OC(=O)/C=C/c1ccccc1	-1	-0.1	/	-1	-8	4	-2	0
Cc1cc(C)c(C#N)c(SCC(=O)c2cccs2)n1	6	/	/	0	8	/	/	16
Cc1cc2oc(C(=O)Nc3c(C)n(C)n(-c4ccccc4)c3=O)c(C)c2cc1C	0	/	-15	1	0	/	/	2
CNC[C@H]1Oc2cc(C#Cc3ccccc3OC)ccc2S(=O)(=O)N([C@H](C)CO)C[C@@H]1C	0	0.0	-23	-3	1	-25	-3	11[16.7 µM]
COc1ccc(C2C(C(=O)N3CCN(c4ccc(OC)cc4)CC3)c3ccccc3C(=O)N2C)cc1 (stereo not given)	3	/	-15	-14	1	/	/	-10
COc1ccc(C)cc1S(=O)(=O)N(CC(=O)Nc1cccc([N+](=O)[O-])c1)c1ccc(C)c(C)c1	2	/	-3	1	5	-15	1	-1
Following part:
SMILES	Cneo AK release	E-sel inducer	PGC1a acetyl inh	RAD54 branch	PglD inh	RAD52 inh	ERAP1 HTS inh	miR122 inh
CCCCCN1CC(=O)N2C(C)c3[nH]c4ccccc4c3C[C@H]2C1=O (stereo not given in full)	0	-0.2	3	-2	-5	-18	1	-3
O=C(N/N=C/c1ccc2c(c1)OCO2)c1ccc(NC(=O)c2ccccc2Cl)cc1	-2	/	/	0	4	-10	1	/
C[C@@H]1CN([C@@H](C)CO)C(=O)c2cccc(NS(=O)(=O)c3ccc(F)cc3)c2O[C@H]1CN(C)C(=O)Nc1cccc2ccccc12	/	0.0	-8	/	/	3	1	/
O=C(c1ccco1)N1CCCC(N2CCN(c3cccc(C(F)(F)F)c3)CC2)C1 (stereo not given)	1	-0.2	/	-28	-12	-4	-2	/
Cc1ccc([C@@H]2[C@@H]3C(=O)N(c4ccccc4)C(=O)[C@@H]3[C@]3(C)C(=O)N(CC4CC4)CC(=O)N23)o1	-4	0.1	5	2	-3	-16	2	-3
CCOC(=O)/C(=N/O)C1=NC(C)(C)Cc2cc(C)c(C)cc21	1	-5.8	-23	-5	2	-5	0	-1
NS(=O)(=O)c1ccc(N=C2C(=O)Nc3ccccc32)cc1	6	0.1	2	-1	-11	-12	4	1
O=C(Nc1ccc(F)cc1)N1CC(=O)N2[C@H](CO)[C@H](c3ccc(Br)cc3)[C@H]2C1	/	-0.1	0	/	/	14	0	/
Cc1ccc(S(=O)(=O)N(C)C)cc1NC(=O)COC(=O)/C=C/c1cnc2ccccc2n1	2	/	/	-1	-4	-49	1	3
Cc1ccc(-c2nnc(SCC(=O)NCCN3C(=O)CSC3=O)n2C)cc1	/	-1.2	4	/	/	-9	1	/
COCC(=O)N(C)C[C@@H]1Oc2cc(-c3ccc(C)cc3)ccc2S(=O)(=O)N([C@H](C)CO)C[C@@H]1C	3	-0.2	7	8	0	3	-1	-19[16.7 µM]
O=C(Nc1ccc(F)c(Cl)c1)C1Cc2c(-c3cccc(F)c3)ccnc2O1 (stereo not given)	0	0.2	1	3	-2	-8	2	2
CCN(CC)c1ccc2cc(C(=O)c3cccs3)c(=O)oc2c1	-8	0.5	-4	-46	-5	-313	-5	8
Cc1ccccc1NC(=O)Nc1ccc2c(c1)C(=O)N(C)[C@H]1CC[C@H](CC(=O)NCC3CC3)O[C@H]1CO2	-2	0.1	1	-2	0	-6	4	228*[16.7 µM]
C/C(=N\NC(=O)c1ccc2c(c1)OCO2)c1ccc(NC(=O)CCCC(=O)O)cc1	-2	/	-2	-1	-7	-8	4	-2
CCCNC(=S)Nc1ccc(Br)cc1	8	/	0	9	-2	/	/	22
CC(=O)c1c(C)nn(C(C)CC(=O)O)c1C (stereo not given)	-3	/	-3	8	0	/	/	-8
CO[C@@H]1CN(C)C(=O)c2ccc(NC(C)=O)cc2OC[C@H](C)N(Cc2ccncc2)C[C@H]1C	-2	0.0	-16	0	2	-11	3	5[16.7 µM]
Cc1cc(=O)n(Cc2ccccc2)c2ccccc12	1	/	3	2	-6	-1	-5	9
COc1ccccc1N1C(=O)CC(N2CCN(c3ccc(F)cc3)CC2)C1=O (stereo not given)	0	0.0	/	-2	-6	-13	2	/
C[C@H](CO)N1C[C@H](C)[C@@H](CN(C)Cc2ccc(C(=O)O)cc2)Oc2c(NC(=O)Nc3cccc4ccccc34)cccc2C1=O	2	/	1	-4	-8	-11	0	-7[16.7 µM]
CC(=O)Nc1ccc2c(c1)C(=O)N(C)[C@@H]1CC[C@@H](CC(=O)NCc3ccc(Cl)cc3)O[C@@H]1CO2	47	0.0	2	-13	-2	-10	-1	12[16.7 µM]
CN(CCOc1ccccc1)CC(=O)Nc1cccc(C#N)c1	3	0.0	-7	13	1	-21	-3	-2
C[C@H](CO)N1C[C@H](C)[C@@H](CN(C)Cc2ccc(-c3ccccc3)cc2)Oc2ccc(NC(=O)c3ccncc3)cc2C1=O	-5	-34	-9	-7	0	-8	-1	-3[16.7 µM]
COc1ccccc1S(=O)(=O)N[C@H]1CC[C@@H](CCNC(=O)C2CCC2)O[C@H]1CO	-1	-0.5	-13	0	1	8	4	/

For convenience, 16 of the compounds above.
SMILES	Cneo AK release	E-sel inducer	PGC1a acetyl inh	RAD54 branch	PglD inh	RAD52 inh	ERAP1 HTS inh	miR122 inh
CCCCCN1CC(=O)N2C(C)c3[nH]c4ccccc4c3C[C@H]2C1=O (stereo not given in full)	0	-0.2	3	-2	-5	-18	1	-3
O=C(N/N=C/c1ccc2c(c1)OCO2)c1ccc(NC(=O)c2ccccc2Cl)cc1	-2	/	/	0	4	-10	1	/
C[C@@H]1CN([C@@H](C)CO)C(=O)c2cccc(NS(=O)(=O)c3ccc(F)cc3)c2O[C@H]1CN(C)C(=O)Nc1cccc2ccccc12	/	0.0	-8	/	/	3	1	/
O=C(c1ccco1)N1CCCC(N2CCN(c3cccc(C(F)(F)F)c3)CC2)C1 (stereo not given)	1	-0.2	/	-28	-12	-4	-2	/
Cc1ccc([C@@H]2[C@@H]3C(=O)N(c4ccccc4)C(=O)[C@@H]3[C@]3(C)C(=O)N(CC4CC4)CC(=O)N23)o1	-4	0.1	5	2	-3	-16	2	-3
CCOC(=O)/C(=N/O)C1=NC(C)(C)Cc2cc(C)c(C)cc21	1	-5.8	-23	-5	2	-5	0	-1
NS(=O)(=O)c1ccc(N=C2C(=O)Nc3ccccc32)cc1	6	0.1	2	-1	-11	-12	4	1
O=C(Nc1ccc(F)cc1)N1CC(=O)N2[C@H](CO)[C@H](c3ccc(Br)cc3)[C@H]2C1	/	-0.1	0	/	/	14	0	/
Cc1ccc(S(=O)(=O)N(C)C)cc1NC(=O)COC(=O)/C=C/c1cnc2ccccc2n1	2	/	/	-1	-4	-49	1	3
Cc1ccc(-c2nnc(SCC(=O)NCCN3C(=O)CSC3=O)n2C)cc1	/	-1.2	4	/	/	-9	1	/
COCC(=O)N(C)C[C@@H]1Oc2cc(-c3ccc(C)cc3)ccc2S(=O)(=O)N([C@H](C)CO)C[C@@H]1C	3	-0.2	7	8	0	3	-1	-19[16.7 µM]
O=C(Nc1ccc(F)c(Cl)c1)C1Cc2c(-c3cccc(F)c3)ccnc2O1 (stereo not given)	0	0.2	1	3	-2	-8	2	2
CCN(CC)c1ccc2cc(C(=O)c3cccs3)c(=O)oc2c1	-8	0.5	-4	-46	-5	-313	-5	8
Cc1ccccc1NC(=O)Nc1ccc2c(c1)C(=O)N(C)[C@H]1CC[C@H](CC(=O)NCC3CC3)O[C@H]1CO2	-2	0.1	1	-2	0	-6	4	228*[16.7 µM]
C/C(=N\NC(=O)c1ccc2c(c1)OCO2)c1ccc(NC(=O)CCCC(=O)O)cc1	-2	/	-2	-1	-7	-8	4	-2
CCCNC(=S)Nc1ccc(Br)cc1	8	/	0	9	-2	/	/	22

Carrying on.
SMILES	Cneo AK release	E-sel inducer	PGC1a acetyl inh	RAD54 branch	PglD inh	RAD52 inh	ERAP1 HTS inh	miR122 inh
COC(=O)c1cc2c(n(Cc3ccccc3)c1=O)CCCC2=O	-2	-0.2	/	3	2	-11	1	/
Cc1ccc2nc(N3C(=O)C(O)=C(C(=O)c4ccc(C)o4)C3c3ccco3)sc2c1 (stereo not given)	0	/	5	7	-4	-26	2	-2
O=C(NCC1CCCO1)c1nn2c(C(F)(F)F)cc(-c3cccs3)nc2c1Cl (stereo not given)	0	0.0	0	-11	-2	-30	-4	1
COc1cc(-c2cc(C(=O)O)c3cc4ccccc4cc3n2)cc(OC)c1OC	0	0.3	13	-2	2	-10	-2	-10
CCCCc1cc(=O)oc2cc(OCC(=O)NCC3CCC(C(=O)O)CC3)ccc12 (stereo not given)	0	/	4	-5	-3	-3	-13	-2
CC(NC(=O)CNC(=O)c1sc2ccccc2c1Cl)c1ccc(S(N)(=O)=O)cc1 (stereo not given)	0	-0.1	/	-15	5	-6	-1	/
O=C(CN1CCC(O)(c2ccccc2)CC1)Nc1ccc2c(c1)OCCO2	2	/	10	4	1	-1	0	0
CCCNC(=O)c1cc2cc([N+](=O)[O-])ccc2s1	/	-2.1	-2	/	/	-4	/	-5
O=[N+]([O-])c1ccc(NC(=S)N2CCN(c3ccc(F)cc3)CC2)cc1	-1	/	-22	5	-13	/	/	0

Random draw from the library. Share with any hit: about 1.4%.
